influenza NS1A – H1N1 influenza NS1A inhibitors, functional cell based assay (AID 504329). NS1A functional cell-based assay, percent inhibition; higher % means a stronger effect. inhibition, % at 12.5 µM; hits with a dose series show IC50 in µM. 340,000 compounds, 0.3% hits; in the data active means a potency from the dose series; inconclusive means inhibition above about 27% without an active follow-up result; further: strong numbers were not always called active
Salmonella PhoP GFP – PhoP regulon inhibitors, Salmonella typhi PhoP promoter GFP reporter, confirmatory (AID 1850); Salmonella Typhi PhoP-promoter GFP reporter, fluorescence, 4 h; higher % means a stronger effect; inhibition, % at 50 µM, or IC50 in µM where a hit was titrated; 310,000 compounds, 0.33% hits; in the data active means a potency from the dose series; inconclusive means inhibition mostly from about 25% at the one dose, without a potency; inactive means the rest, 99 in 100 with inhibition below about 19%;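 further: 0% = induced wells with vehicle and 100% = uninduced wells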
inhibitors of VEEV – inhibitors of VEEV TC-83 cytopathic effect, confirmation, Vero cells (AID 588727) | 350,000 compounds, 0.13% hits | Vero cells, VEEV TC-83 cytopathic effect inhibition; higher % means a stronger effect | inhibition, % at 20 µM, or IC50 in µM where a hit was titrated; in the data active means a potency from the dose series; inconclusive means inhibition mostly from about 14% at the one dose, without a potency; inactive means the rest, 99 in 100 with inhibition below about 12%; further: strong numbers were not always called active
M. tuberculosis – growth inhibition of non-replicating M. tuberculosis (AID 488890) | Mycobacterium tuberculosis non-replicating, growth inhibition; higher % means a stronger effect | inhibition, % at 25 µM, or IC50 in µM where a hit was titrated | 320,000 compounds, 0.39% hits; in the data active means a potency from the dose series; inconclusive means inhibition mostly from about 82% at the one dose, without a potency; inactive means the rest, 99 in 100 with inhibition below about 76%;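 further: plate controls were DMSO cells for no effect and high antibiotic wells for full effect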
H37Rv inhibition – M. tuberculosis growth inhibition, HTS (AID 449762); M. tuberculosis H37Rv growth inhibition, 7H9 media; higher % means a stronger effect; one-dose inhibition, % at 25 µM; IC50 in µM for titrated hits; 330,000 compounds, 0.59% hits; in the data active means a potency from the dose series; inconclusive means inhibition above about 70% without an active follow-up result;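 further: bacterial growth assessed after seven days of incubation; strong numbers were not always called active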
inhibitors of VEEV 10K pilot screen – also measured in inhibitors of VEEV; calls as there; inhibition, %; measured here: 10K pilot screen inhibition
* hit, by the source's call; i = inactive; ? = inconclusive; . = not tested or not shown.

SMILES	influenza NS1A	Salmonella PhoP GFP	inhibitors of VEEV	M. tuberculosis	H37Rv inhibition	others
Cc1cc(C)c(C)c(S(=O)(=O)Nc2ccc(C(=O)N3CCCC3)cc2)c1C	-12%	3%	2.8%	6%	0%
CSc1nc(C)c2c(n1)N(c1cccc(C)c1)CC2	-25%	-6%	3.9%	38%	?
CC1CCCCN1CCNC(=O)c1ccc2c(=O)n(Cc3ccc(Cl)cc3)c(=S)[nH]c2c1 (stereo not given)	7%	-6%	i	79%	26%
NCC(=O)NCC(=O)OCc1ccccc1	-10%	-9%	8.4%	14%	1%
C=CCn1c(CC(=O)OC)csc1=Nc1ccc(C(C)=O)cc1	-6%	-5%	1.5%	13%	4%
C=CCOc1ccc(Cl)cc1C(=O)O	-4%	3%	i	6%	-7%
CC(=O)Nc1ccc(-c2csc(NC(=O)CCNC(=O)c3ccco3)n2)cc1	4%	.	1.2%	1%	-1%
Cc1ccc(NC(=O)Cn2nc(C(F)(F)F)c3c2CCC3)cc1	-8%	-5%	0.5%	7%	2%
CCCCNC(=O)C1CC(c2c(Cl)cccc2Cl)=NO1 (stereo not given)	7%	-11%	0.6%	62%	-6%
COc1ccccc1CN(C)C(=O)C(NC(=O)Cc1cccc2ccccc12)C(C)C (stereo not given)	9%	1%	7.1%	21%	3%
COCCCN1C(=O)C(=O)/C(=C(/O)c2ccc(OC(C)C)cc2)C1c1cccnc1 (stereo not given)	-6%	-8%	0.4%	-18%	-12%	inhibitors of VEEV 10K pilot screen=0.4
COc1ccccc1/C=N/NC(=O)CSc1ccc2ccccc2n1	1%	8%	i	22%	1%
CC1(C2CC2)NC(=O)N(CC(=O)Nc2ccccc2C#N)C1=O (stereo not given)	-16%	.	3.8%	.	.
CSc1nc2nc3c(cn2n1)C(=O)CC(c1ccccc1)C3 (stereo not given)	5%	-13%	2.8%	7%	6%
O=C(O)CC1(c2ccc(F)cc2)C2CC3CC(C2)CC1C3 (stereo not given)	-1%	-2%	i	33%	9%
C/C=C/C1=CC(=O)C[C@H](c2ccc(OC)c(OC)c2)C1	-3%	.	0.5%	42%	-1%
CCOC(=O)N1CCC(NC(=O)c2cc3c(=O)[nH]c4ccccc4c3n2C)CC1	-3%	6%	8.5%	-2%	3%
C=CCN1C(=O)C2(OCCCO2)c2ccccc21	1%	2%	0.3%	.	7%
CC(C)(C)c1ccc(Cn2c(=O)cnc3ccccc32)cc1	11%	-5%	2.1%	40%	0%
COc1ccc(C(C)=O)cc1COc1cccnc1[N+](=O)[O-]	-4%	-8%	i	-1%	-2%
Cc1cc(Br)ccc1OCC(=O)NNC(=O)c1ccc(NC(=O)C2CC2)cc1	-11%	-12%	i	-9%	-1%
COc1ccc(/C=C/C(=O)Oc2cccc(/C=N/NC(=O)Cc3ccc(Br)cc3)c2)cc1	-4%	0%	10%	24%	-4%
COC(C(=O)N/N=C(\C)c1ccc(C)cc1)c1ccccc1 (stereo not given)	2%	-2%	0.4%	-14%	-5%
COCCCN1C(=O)N(c2ccccc2)C(=O)C1CC(=O)Nc1ccccc1 (stereo not given)	-3%	8%	2.0%	-1%	-5%
O=C(CC1CCCC1)Nc1cc(S(=O)(=O)N2CCOCC2)ccc1O	-22%	.	2.3%	32%	22%
CC1c2cc3c(cc2CCN1C(=O)c1ccc(C(F)(F)F)cc1)OCCCO3 (stereo not given)	6%	-6%	i	-5%	3%
Cc1cc(C)cc(NC(=O)C(OC(=O)c2ccc(O)cc2)c2ccccc2)c1 (stereo not given)	-3%	.	8.3%	24%	4%
COc1ccc(CN(CC2CCCO2)S(=O)(=O)c2ccc(-n3cnnn3)c(OC)c2)cc1 (stereo not given)	0%	-1%	i	-7%	-5%	inhibitors of VEEV 10K pilot screen=0.1
CCN(CC)C(=O)C(=O)c1cn(CC(=O)NCc2ccc3c(c2)OCO3)c2ccccc12	-11%	2%	1.1%	10%	13%
Cc1ccc(CC2CC(=O)N(CCc3ccc4c(c3)OCO4)C2=O)cc1 (stereo not given)	-1%	-24%	i	16%	0%
C=CCCCCCCCCC(=O)Nc1ncccn1	10%	0%	1.4%	-9%	1%
CCc1nnc(NC(=O)CSc2ccc(-c3ccc(C)cc3)nn2)s1	-5%	2%	1.0%	75%	5%
CS(=O)(=O)N1CCCC(C(=O)N2CCOCC2)C1 (stereo not given)	-1%	7%	i	3%	3%
CCn1ncc(/C=N/N=C2\CCC3C4CCc5cc(O)ccc5C4CCC23C)c1C (stereo not given)	5%	5%	0.9%	24%	5%
Cc1cc(C(=O)Nc2ccc3c(c2)OCCO3)ccc1[N+](=O)[O-]	4%	-9%	i	3%	2%
O=C(Nc1nc2ccccc2[nH]1)c1ccccc1[N+](=O)[O-]	-23%	8%	4.6%	8%	13%
CC(C(=O)N1CCOCCOCCOCC1)N1C(=O)c2ccccc2C1=O (stereo not given)	-5%	-10%	0.8%	0%	5%
O=C(O)c1ccc(NS(=O)(=O)c2ccc3nnn(O)c3c2)cc1	4%	-16%	0.2%	0%	0%
O=C(CN1CCN(C(=O)c2cccs2)CC1)NC1CCCCC1	-8%	-3%	1.1%	5%	3%
COC1(OC)C(/C=C/c2ccc(Cl)cc2)C(C#N)(C#N)C1(OC)OC (stereo not given)	6%	-3%	?	3%	6%
COc1ccc(C(=O)CN2C3=NCCCN3c3ccccc32)cc1OC	4%	-3%	i	-19%	-10%
Cc1nc2ccccc2c(=O)n1NC(=O)Nc1ccccc1	-6%	17%	i	4%	11%
O=C(NCc1ccco1)c1ccc2c(=O)n(CC3CCCO3)c(=S)[nH]c2c1 (stereo not given)	9%	-13%	i	12%	-1%
Cn1nc(-c2ccccc2)c(-c2nc(-c3ccc(Cl)cc3)no2)c1Cl	0%	8%	0.0%	-14%	-8%
CCc1cc(C(=O)N2CCCC(CNS(=O)(=O)c3cccs3)C2)n(C)n1 (stereo not given)	3%	-11%	i	-13%	8%

Overlap with the part before: four compounds, followed by the next part.
SMILES	influenza NS1A	Salmonella PhoP GFP	inhibitors of VEEV	M. tuberculosis	H37Rv inhibition	others
Cc1nc2ccccc2c(=O)n1NC(=O)Nc1ccccc1	-6%	17%	i	4%	11%
O=C(NCc1ccco1)c1ccc2c(=O)n(CC3CCCO3)c(=S)[nH]c2c1 (stereo not given)	9%	-13%	i	12%	-1%
Cn1nc(-c2ccccc2)c(-c2nc(-c3ccc(Cl)cc3)no2)c1Cl	0%	8%	0.0%	-14%	-8%
CCc1cc(C(=O)N2CCCC(CNS(=O)(=O)c3cccs3)C2)n(C)n1 (stereo not given)	3%	-11%	i	-13%	8%
CN(CC(=O)NCC1CCCO1)S(=O)(=O)c1cc(Cl)ccc1Cl (stereo not given)	1%	2%	i	-4%	-1%
O=C(NCC1CCCO1)c1cc([N+](=O)[O-])ccc1Cl (stereo not given)	-9%	0%	1.5%	0%	-1%
COc1ccc(C2(c3cccc(O)c3OC)CCN(C(C)=O)CC2)cc1O	4%	-6%	i	-4%	0%	inhibitors of VEEV 10K pilot screen=1.0
Cc1ccc(NC(=S)NCc2ccc3c(c2)OCO3)cc1C	5%	-6%	0.2%	?	5%
COc1ccc(C(CNC(=O)c2cc(S(=O)(=O)N3CCCCC3)ccc2C)N2CCCC2)cc1 (stereo not given)	-2%	.	0.2%	.	.
Cc1ccc2oc(=O)n(CCCOc3ccccc3)c2c1	-3%	2%	5.2%	58%	10%
Cc1ccc(N(CC(=O)N2CCN(c3ccc(F)cc3)CC2)S(=O)(=O)c2c(C)nn(C)c2C)cc1	29%	1%	0.8%	0%	-5%	inhibitors of VEEV 10K pilot screen=0.1
O=C(Nc1ccccc1)c1cc(S(=O)(=O)Nc2cccnc2)ccc1Cl	-1%	1%	0.4%	0%	2%
CCOC(=O)Cn1cc(C(=O)OC)c2ccccc21	0%	2%	1.1%	66%	0%
COCCN1Cc2c(sc(C)c2C)N(C(=O)c2ccccc2)C1	-1%	-8%	0.6%	-1%	-4%
CCCn1c(C)cs/c1=N\C(=S)Nc1ccccc1	11%	-14%	i	-1%	-1%
COc1ccc(Cl)cc1NC(=O)CC1CCCC1	3%	-1%	1.1%	-3%	2%
COc1ccc(OCC(=O)N/N=C2\CCc3ccccc32)cc1	30%	7%	1.1%	9.3µM*	-3%
COC(=O)N/N=C\c1ccc(OC(=O)c2ccco2)cc1	.	2%	0.5%	?	?
Cc1ccc(S(=O)(=O)CCc2ccncc2)cc1	-10%	15%	0.3%	-3%	-1%
Cc1cccc(OCC(=O)Nc2ccc(S(=O)(=O)N3CCN(C)CC3)cc2)c1	12%	-10%	0.1%	0%	-4%
O=C(Nc1ccccn1)C1CCN(S(=O)(=O)c2ccc(Cl)cc2)CC1	14%	-4%	5.0%	4%	-9%
CSc1nc2sc3c(c2c(=O)[nH]1)CCCC3	6%	-5%	1.9%	0%	-2%
COc1ccccc1NC(=O)C1=C(C)NC(=O)NC1c1ccccc1F (stereo not given)	3%	.	0.5%	.	-5%
Cc1ccc(C(=O)Nc2ccc(N3CCCC3)cc2)cc1	-8%	-5%	1.5%	9%	4%
Cn1c(=O)c2[nH]c(N3CCCCC3)nc2n(C)c1=O	-4%	-6%	1.8%	-2%	-4%
Cc1ccc(NC(=O)c2c(F)cccc2Cl)cc1NS(C)(=O)=O	-15%	8%	4.8%	-11%	5%
Cc1nn(-c2ccccc2)c2[nH]c(=O)c(CNc3ccc(N4CCOCC4)cc3)cc12	13%	11%	i	12%	0%
CCN1CCN(CCC(=O)Nc2ccccc2OC)CC1	2%	-4%	1.4%	-7%	-8%
CN(C)S(=O)(=O)N1CCC(Oc2cccc(C(=O)NC3CCOC3)c2)CC1 (stereo not given)	-6%	-8%	1.7%	-8%	-2%
COc1ccc(N2CCN(S(=O)(=O)c3c(C)nc4scc(C)n4c3=O)CC2)cc1	10%	-18%	i	20%	4%
CCOc1ccc(N2C(=O)CC(Sc3nccc(C)n3)C2=O)cc1 (stereo not given)	3%	2%	i	75%	-4%	inhibitors of VEEV 10K pilot screen=0.2
O=[N+]([O-])c1ccc(COc2ccc(-c3[nH]ncc3-c3ccccc3)c(O)c2)cc1	-8%	10%	3.3%	-2%	-3%
C=CCN(CC=C)C(=S)NC(=O)/C=C/c1ccc(OC)cc1	-8%	-4%	1.4%	?	-5%
O=C(N/N=C/c1c(O)n(Cc2ccccc2)c(=O)[nH]c1=O)c1ccncc1	.	5%	i	46%	?

Gathered by group, those above with two or more sulfur atoms.
SMILES	influenza NS1A	Salmonella PhoP GFP	inhibitors of VEEV	M. tuberculosis	H37Rv inhibition	others
CCc1nnc(NC(=O)CSc2ccc(-c3ccc(C)cc3)nn2)s1	-5%	2%	1.0%	75%	5%
CCc1cc(C(=O)N2CCCC(CNS(=O)(=O)c3cccs3)C2)n(C)n1 (stereo not given)	3%	-11%	i	-13%	8%
CCCn1c(C)cs/c1=N\C(=S)Nc1ccccc1	11%	-14%	i	-1%	-1%
CSc1nc2sc3c(c2c(=O)[nH]1)CCCC3	6%	-5%	1.9%	0%	-2%
COc1ccc(N2CCN(S(=O)(=O)c3c(C)nc4scc(C)n4c3=O)CC2)cc1	10%	-18%	i	20%	4%

The main list resumes with the two entries that preceded the break.
SMILES	influenza NS1A	Salmonella PhoP GFP	inhibitors of VEEV	M. tuberculosis	H37Rv inhibition	others
C=CCN(CC=C)C(=S)NC(=O)/C=C/c1ccc(OC)cc1	-8%	-4%	1.4%	?	-5%
O=C(N/N=C/c1c(O)n(Cc2ccccc2)c(=O)[nH]c1=O)c1ccncc1	.	5%	i	46%	?
COc1ccc(C(=O)Nc2nnc(Cc3ccc(OC)c(OC)c3)s2)c(OC)c1	3%	15%	2.2%	-24%	2%
Cc1ccc(CNC(=O)[C@H](C)N2C(=O)N3CCc4c([nH]c5ccccc45)[C@@]3(C)C2=O)cc1	6%	0%	1.0%	1%	0%
CN(CC(=O)Nc1ccc(F)c(F)c1F)c1cnccn1	.	29%	.	?	6.1µM*
CCN(C(=O)CN1CCOCC1)c1c(N)n(Cc2ccccc2)c(=O)[nH]c1=O	-1%	-4%	0.2%	-2%	2%
Cn1c(=O)c2c(nc(NCc3ccc4c(c3)OCO4)n2Cc2ccccc2Cl)n(C)c1=O	1%	-2%	i	-3%	-8%
O=C(C1CC1)N1CCc2cc(Br)cc(S(=O)(=O)NCCCN3CCCC3)c21	1%	-4%	0.7%	20%	1%
Cc1cccc(OCCn2c(NC(=O)c3ccco3)nc3ccccc32)c1	-11%	4%	?	?	?
O=C(CN1C(=O)NC2(CCCC2)C1=O)Nc1ccccc1	5%	4%	i	4%	9%
CN(C)S(=O)(=O)c1cccc(NC(=O)COC(=O)c2c[nH]c(=O)[nH]c2=O)c1	-3%	15%	0.2%	-14%	8%
